Screening results: PubChem BioAssay, several laboratories
PrPC TRFRET: cell surface PrPC inhibition, primary TR-FRET screen; P04156; TR-FRET read-out; inhibition, % at 13.8 µM; 370,000 tested, 0.43% active; AID 720596; in the data active = inhibition above about 24%; note: 0% = median of the test wells and 100% = reference compound wells
BoNT-A LC inh2: BoNT A light chain protease inhibition; multiplex microsphere protease substrate cleavage, flow cytometry; AID 588499; inhibition, % at 10 µM; 360,000 tested, 0.17% active; note: plate controls were buffer without enzyme for full effect and enzyme alone for no effect
CCHF vOTU inh: blocks the CCHF virus ovarian tumor domain protease | CCHFV vOTU protease, Pep-AMC fluorescence | inhibition, % at 11.5 µM | 370,000 tested, 0.55% active | AID 651958; in the data active = inhibition above about 30%; note: 0% = vehicle wells with enzyme and 100% = no enzyme wells
PfHsp40 yeast: restores yeast growth despite PfHsp40 toxicity; 340,000 tested, 0.68% active; growth rescue, % at 12.5 µM; S. cerevisiae expressing PfHsp40, growth rescue, ATP luminescence; in the data active = growth rescue above about 28%, passing the limit was not always enough; inconclusive = no clear call, values can overlap the other calls;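 note: yeast W303a lacking pdr1 and pdr3 grown in galactose medium; growth measured after three days at 30 °C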
Anthrax LF inh2: inhibitors of Bacillus anthracis lethal factor protease; multiplex microsphere protease cleavage assay, LF; inhibition, % at 10 µM; 360,000 tested, 0.12% active; note: plate controls were buffer without enzyme for full effect and enzyme alone for no effect
Target sequence (P15917 whole entry, looked up): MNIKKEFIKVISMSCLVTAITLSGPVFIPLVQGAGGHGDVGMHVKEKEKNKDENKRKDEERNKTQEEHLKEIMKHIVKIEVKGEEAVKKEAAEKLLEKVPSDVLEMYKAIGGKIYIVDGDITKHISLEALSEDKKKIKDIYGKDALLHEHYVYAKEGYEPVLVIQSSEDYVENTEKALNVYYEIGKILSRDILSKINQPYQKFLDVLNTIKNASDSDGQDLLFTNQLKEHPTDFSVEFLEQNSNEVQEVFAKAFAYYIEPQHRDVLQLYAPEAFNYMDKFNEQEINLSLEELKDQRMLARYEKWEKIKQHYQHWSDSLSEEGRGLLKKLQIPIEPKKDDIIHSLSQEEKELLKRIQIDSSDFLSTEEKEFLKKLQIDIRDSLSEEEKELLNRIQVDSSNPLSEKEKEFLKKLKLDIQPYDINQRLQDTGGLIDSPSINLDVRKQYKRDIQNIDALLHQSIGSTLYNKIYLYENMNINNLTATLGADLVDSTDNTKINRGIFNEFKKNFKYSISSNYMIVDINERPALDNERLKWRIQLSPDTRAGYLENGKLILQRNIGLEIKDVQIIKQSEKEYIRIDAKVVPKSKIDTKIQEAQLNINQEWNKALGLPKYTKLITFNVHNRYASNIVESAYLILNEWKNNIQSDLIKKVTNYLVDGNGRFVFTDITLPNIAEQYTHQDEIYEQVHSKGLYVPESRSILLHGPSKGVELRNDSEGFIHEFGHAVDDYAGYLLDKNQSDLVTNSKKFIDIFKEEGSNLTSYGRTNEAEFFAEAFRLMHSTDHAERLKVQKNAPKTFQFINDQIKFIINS
FadD28 binding: blocks FadD28 binding to the bisubstrate probe; fluorescence polarization; inhibition, % at 12.5 µM; 360,000 tested, 0.22% active; AID 588549; in the data active = inhibition above about 8.5%, passing the limit was not always enough; inconclusive = no clear call, values can overlap the other calls
Yp Topo-I inh: inhibitors of Yersinia pestis topoisomerase I. Y. pestis Topo-I cleavage product accumulation, plate reader. activity, % at 10 µM. AID 504884. 360,000 tested, 0.064% active; in the data active = activity above about 50%, passing the limit was not always enough; inconclusive = no clear call, values can overlap the other calls; note: inactives centre near 2
TcdB inh: blocks C. difficile toxin B glycohydrolase activity; AID 652162; 350,000 tested, 0.24% active; TcdB glycohydrolase enzymatic assay, plate reader; P18177; inhibition, % at 9.99 µM; in the data active = inhibition above about 10%
BoNT-F LC inh: inhibitors of Botulinum neurotoxin F light chain protease; 360,000 tested, 0.22% active; inhibition, % at 10 µM; Multiplex microsphere protease cleavage assay, flow cytometry; AID 588497; in the data active = inhibition above about 35%, passing the limit was not always enough; inconclusive = no clear call, values can overlap the other calls; note: plate controls were buffer without enzyme for full effect and enzyme alone for no effect
Numbers without * were called inactive; ? = inconclusive; / = no result given. Cut-off read from the data, not from the text of the source, unless noted: active = inhibition above about 30%; inconclusive = no clear call, values can overlap the other calls; inactive = below that.

Structure	PrPC TRFRET	BoNT-A LC inh2	CCHF vOTU inh	PfHsp40 yeast	Anthrax LF inh2	FadD28 binding	Yp Topo-I inh	TcdB inh	BoNT-F LC inh
COC(=O)C1=C(C)NC(C)=C(C(=O)OCCN(C)Cc2ccccc2)C1c1cccc([N+](=O)[O-])c1 (stereo not given)	-0.2	0.1	8.1	1.2	-2.0	-0.9	18.3	0.5	3.3
CCOc1ccc(N2CC(C(=O)NCc3ccc(C)n3C)CC2=O)cc1 (stereo not given)	4.6	-0.5	2.7	-0.6	-3.3	-0.9	11.4	-8.8	-1.7
Cc1ccc(S(=O)(=O)n2c(CN3CCCC(C)C3)nc3ccccc32)cc1 (stereo not given)	0.1	-1.9	-11.3	-0.8	-9.0	-0.4	6.4	/	-17.2
C1=C(CCNc2ncnc3c2cnn3-c2ccccc2)CCCC1	15.2	-0.1	-0.5	1.8	-1.8	-1.4	3.2	/	-3.3
CC1=C(C#N)C(c2ccoc2)C(C(=O)OCc2ccccc2)=C(N)S1 (stereo not given)	-6.6	0.5	-1.9	-0.3	1.5	-4.3	2.6	/	0.3
C[C@@H]1CCC[C@]2(O[C@H](CCO)C[C@H](O)[C@H]2O)O1	-2.2	0.8	-10.0	-1.4	-1.4	-1.5	2.2	0.6	2.7
O=C(NCCCN1CCCC1)c1cc2c(Cl)nc3ccccc3c2s1	-2.7	5.8	7.0	-1.4	0.7	-7.1	-11.7	0.7	7.0
CCOC(=O)CC1(NC(=O)c2cc(COc3c(F)cccc3F)on2)CCCCC1	7.0	/	16.9	-0.9	/	-2.9	21.6	-2.7	/
COc1ccc(NC(=O)c2onc(C)c2Cl)cc1	13.8	0.5	-5.3	1.2	-2.8	-1.6	0.6	1.9	6.3
CC(=O)N1CCN(Cc2cc(=O)oc3cc(C)c(C)cc23)CC1	-2.3	-0.7	-1.2	/	-2.0	-1.1	/	0.3	-7.5
COc1ccc(NC(=O)C(Sc2nnc(-c3ccncc3)n2-c2ccccc2C)c2ccccc2)cc1Cl (stereo not given)	11.5	0.9	-15.7	0.1	-0.9	0.5	-6.6	0.0	-5.2
CCOc1ccc(NCc2ccccc2OCc2cccc(F)c2)cc1	2.3	1.0	8.9	-0.2	-0.6	-1.6	3.2	1.5	-4.8
C/C(=N/NC(=O)c1cccs1)c1ccc(N2CCOCC2)cc1	3.8	0.1	-7.6	-1.4	0.1	0.2	0.3	-1.4	-11.2
CCOC(=O)[C@H]1[C@H]2COc3ccc(Cl)cc3[C@@H]2N2C(=O)c3cc(OC)ccc3NC(=O)[C@@]12C	2.6	0.1	10.9	-1.2	2.7	-2.1	18.7	-6.5	4.8
O=C(Nc1cccc2ncccc12)c1cccnc1	-0.7	0.7	-2.9	-1.8	-11.5	-1.9	-4.3	/	-5.1
O=[N+]([O-])c1ccc(N=NN(CCO)CCO)cc1	-17.1	-0.1	15.4	1.4	3.2	-2.1	-2.6	-0.4	-3.0
Cn1c(N)c(C(=O)CSc2nnnn2-c2ccccc2)c(=O)n(C)c1=O	2.2	-0.2	9.1	-0.4	-4.1	-3.7	2.5	1.7	-1.9
O=C(COC(=O)CCCc1c[nH]c2ccccc12)Nc1ccc2c(c1)OCO2	-3.8	0.7	-2.8	-1.1	-1.1	-0.9	-3.9	/	2.8
S=c1[nH]nc(-c2ccccn2)n1/N=C/c1cccc(Cl)c1	-9.3	-1.8	-0.2	0.3	-1.1	-3.4	3.4	4.1	-9.0
COc1ccc(-c2n[nH]c(C)c2-c2cnn(-c3ccccc3)c2)c(O)c1C	1.9	/	8.2	7.9	/	-4.8	8.0	/	/
Cc1cc(C(=O)O)cc(S(=O)(=O)NNC(=O)c2cccs2)c1C	42.0*	2.4	4.1	0.5	1.3	3.2	-7.5	0.8	16.8
O=C1c2ccccc2NC(c2ccccc2Cl)N1N=C1CCCCCC1 (stereo not given)	-2.2	-0.8	-2.8	-0.8	0.0	1.9	14.0	-0.6	-14.3
N/C(=N\OC(=O)CCCOc1ccccc1)c1cccc([N+](=O)[O-])c1	0.9	-0.2	-1.4	0.4	-2.0	-0.9	21.2	-0.1	-0.9
O=S(=O)(Nc1ccccn1)c1cccc(S(=O)(=O)c2ccc(Cl)cc2)c1	3.2	-0.4	-3.7	-1.5	1.8	0.2	2.4	-0.1	-2.0
CCOc1ccccc1Nc1nnc(SCC(=O)NC(Cc2c[nH]c3ccccc23)C(=O)O)s1 (stereo not given)	-3.6	-0.3	12.6	0.5	-3.4	-0.3	-8.5	1.5	-1.4
Cn1ncc(Br)c1C(=O)Nc1cccc(C(F)(F)F)c1	2.5	-1.0	-3.8	-0.7	-3.3	-2.3	-1.5	-4.4	-3.5
O=C(NC1CCN(C(=S)NCc2ccco2)CC1)NC12CC3CC(CC(C3)C1)C2	10.8	0.1	9.6	0.2	-5.3	-1.6	4.6	/	-4.5
CCOc1c2ccc(C(=O)NCC34CC5CC(CC(C5)C3)C4)cc2nn1CC	8.0	-0.9	-18.0	0.5	-2.7	1.4	-5.0	-0.2	-3.1
COc1ccc(CN2CCC[C@]3(N[C@H](c4ccccc4)[C@@H]4C(=O)N(C)C(=O)[C@@H]43)C2=O)cc1	0.2	-0.7	-0.6	/	-1.3	-0.7	1.7	-0.1	-2.0
COc1ccc(CNCCCSc2ncccn2)cc1OC	-3.1	4.1	-1.3	0.1	7.3	-0.9	-0.7	0.3	?
CC(=O)N1CCN(C(=O)CCc2nc3ccccc3c(=O)[nH]2)CC1	1.9	-1.5	2.3	-0.1	-0.3	-0.4	-3.9	1.7	-16.2
CCCCN(C)S(=O)(=O)c1ccc(C(=O)Nc2nnc(CSC)o2)cc1	-1.8	-0.1	1.0	1.7	0.3	0.6	6.3	/	13.4
Cn1cc(/C=C(\C(=O)O)C(C(=O)O)=C2CCCCC2)c2ccccc21	10.4	-2.3	-5.9	-0.6	-5.8	-0.7	3.9	-1.3	-7.8
COc1cc(C2c3c([nH]c(=O)[nH]c3=O)Nc3ccc4ccccc4c32)cc(OC)c1OC (stereo not given)	10.8	-0.6	-0.6	-0.5	-4.7	5.1	11.6	0.4	7.4
Cc1ccccc1OCCC(=O)OCC(=O)Nc1ccc(C(N)=O)cc1	8.8	-0.1	4.3	1.7	2.2	-4.2	-1.9	0.2	-6.5
COC(=O)c1sccc1-n1cccc1C(=O)NCc1ccccc1	-6.7	0.1	1.1	0.5	-0.5	-5.5	-6.1	/	2.8
c1ccc2c(c1)oc1c(Nc3ccc(CN4CCOCC4)cc3)ncnc12	11.3	0.3	2.9	0.7	0.9	-6.7	4.1	/	1.4
Cc1ccc(C)c(N2CCN(C(=O)CCC(=O)Nc3nnc(C(F)(F)F)s3)CC2)c1	6.7	-1.6	26.4	1.7	-2.6	-0.7	-1.3	1.6	-3.7
O=C(NCCNc1ccc([N+](=O)[O-])cc1C(F)(F)F)c1ccccc1F	4.8	-0.3	10.3	6.4	-1.6	-1.9	-3.8	/	-1.5
Cc1cccc(CN2CCCC(C(=O)c3cccc(OC(C)C)c3)C2)n1 (stereo not given)	0.0	0.3	-3.0	-1.4	0.8	0.9	1.6	/	-6.5
O=C(C1=NNC2C(=O)N(c3ccccc3)C(=O)C12)c1nc(Cl)ccc1Cl (stereo not given)	-5.2	0.0	-3.0	-0.1	-2.7	0.7	2.8	/	-5.4
CC(c1ccccc1C(=O)O)c1cc(F)cc2ccccc12 (stereo not given)	2.6	-0.5	-15.4	/	-0.5	-1.1	-8.4	-1.8	1.9
Cc1ccc(C(=O)c2c[nH]cc2-c2ccccc2)cc1	-3.5	-0.3	0.5	1.7	-3.5	-3.3	0.3	/	-9.9
Brc1cccc(OCCCN2CCCCCC2)c1	4.9	0.1	1.9	1.6	-4.5	-3.6	2.6	-0.7	-2.1
CC(=O)N1Cc2cc(N)ccc2Oc2ccccc21	7.5	-0.5	-3.1	1.6	-1.7	-1.3	-1.7	0.9	-2.7
O=C(CCn1c(=S)[nH]c2ccccc2c1=O)NCCc1ccccc1	-0.4	-1.1	15.7	-0.4	-1.7	0.7	7.7	0.4	-5.5
Cc1cc(NC(=O)c2ccccc2Cl)n(C(C)(C)C)n1	3.5	-0.1	-11.0	0.5	-6.7	-0.8	1.0	-0.1	5.2
C=CCNC(=O)c1cnn(-c2ccccc2)c1-c1ccccc1	4.6	3.3	0.6	0.8	-6.1	-0.5	1.9	1.0	-2.1
C/C(CC(=O)Nc1ccc(Cl)cc1)=N\NC(=O)C(=O)NCCO	3.2	-1.9	-10.2	-1.3	-3.4	-0.9	0.5	/	-6.1
C=CCN(c1ccccc1OC)S(=O)(=O)c1cccc(C(=O)NCC(c2ccc(OC)cc2)N2CCCC2)c1 (stereo not given)	-1.3	-3.5	-14.8	1.5	-8.6	-7.0	5.0	0.8	-1.0
Cc1ccc(CN2C(=O)CSC2c2ccccc2F)cc1 (stereo not given)	11.7	-2.9	-8.2	-0.3	-0.2	-1.3	31.0	1.2	-1.3
O=C(CSc1nc(-c2ccccc2)cc(=O)[nH]1)N1CCc2ccccc21	-4.6	0.6	13.3	-1.3	-0.5	-0.1	6.4	/	-8.5
COc1ccc(CCn2ccc(O)c(Cc3ccc(Cl)cc3)c2=O)cc1OC	4.8	-0.8	5.9	-0.5	-5.2	-2.4	4.8	0.3	-4.1
Cc1occc1C(=O)Nc1nnc(-c2cccs2)s1	2.5	-0.4	-10.4	0.8	-0.6	-4.6	2.9	-0.1	1.5
O=[N+]([O-])c1ccc(Cl)c2cccnc12	-3.8	-0.6	9.6	0.5	2.1	-1.6	-1.1	-0.9	4.6
O=C(Nc1cccc(Br)c1)c1ccn[nH]1	-5.3	-2.8	0.1	0.8	-3.8	-7.7	0.9	/	-5.0
CSCCC(NC(=O)COc1ccccc1)C(=O)N(C)Cc1ccc(F)cc1 (stereo not given)	5.0	1.7	0.8	-2.1	-4.0	/	13.4	0.4	-2.1
O=C(N/N=C/c1cccnc1)C12CC3CC(CC(C3)C1)C2	-1.5	0.4	10.7	-0.1	2.5	-1.7	0.7	-0.1	5.4
Cc1ccc(C(=O)NCC(=O)OCC(=O)c2c(N)n(C)c(=O)n(C)c2=O)s1	3.9	0.5	6.1	0.0	1.5	-2.3	-1.4	/	8.2
COc1ccc(OC)c(S(=O)(=O)NCc2ccccn2)c1	8.1	-2.2	3.3	-0.3	-8.6	-3.4	-15.7	0.3	?

(continued)
Structure	PrPC TRFRET	BoNT-A LC inh2	CCHF vOTU inh	PfHsp40 yeast	Anthrax LF inh2	FadD28 binding	Yp Topo-I inh	TcdB inh	BoNT-F LC inh
CC(C)=CCCC(C)=CCN1C(=O)CN(C)C1=O	2.2	-0.1	-1.9	/	0.2	-3.4	6.1	0.4	-5.7
COc1ccccc1Cc1c(-c2ccc(F)cc2)nc2ccc(Cl)cn12	-3.1	13.2	4.8	/	22.3	-0.9	/	2.1	1.7
CCc1nnc(NC(=O)c2ccc(COc3ccccc3C)o2)s1	-7.5	-3.5	15.5	-1.2	3.0	-3.0	-1.3	2.6	-17.8
O=C1C2CC=C(Cl)CC2C(=O)N1CCCCCCN1C(=O)C2CC=C(Cl)CC2C1=O (stereo not given)	-3.5	0.6	-18.0	0.6	-2.8	0.8	5.4	/	9.0

Some of the entries so far, with two lines to a compound:
Each structure is followed by: PrPC TRFRET | BoNT-A LC inh2 | CCHF vOTU inh | PfHsp40 yeast | Anthrax LF inh2 | FadD28 binding | Yp Topo-I inh | TcdB inh | BoNT-F LC inh
- O=C(NCCCN1CCCC1)c1cc2c(Cl)nc3ccccc3c2s1
→ -2.7 | 5.8 | 7.0 | -1.4 | 0.7 | -7.1 | -11.7 | 0.7 | 7.0
- COc1ccc(CN2CCC[C@]3(N[C@H](c4ccccc4)[C@@H]4C(=O)N(C)C(=O)[C@@H]43)C2=O)cc1
→ 0.2 | -0.7 | -0.6 | / | -1.3 | -0.7 | 1.7 | -0.1 | -2.0
- O=[N+]([O-])c1ccc(Cl)c2cccnc12
→ -3.8 | -0.6 | 9.6 | 0.5 | 2.1 | -1.6 | -1.1 | -0.9 | 4.6

Random draw from the library; 2.3% or so of the library scored in one or more.
